Assay outcomes (PubChem)
MRP resist rev – compounds reversing MRP-mediated drug resistance. AID 602. 85,000 compounds, 0.04% hits. differential viability (reversal), % at 10 µM. H69AR cells + 2 uM doxorubicin, CellTiter-Glo, 72 h;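 active means viability drop by adding the cancer drug above about 55%, with treated viability meeting a 40% cutoff, limit read from the data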;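 further: viability without doxorubicin minus viability with 2 µM doxorubicin for each compound; larger differential means the compound sensitizes cells more to doxorubicin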
IL1B NFkB pot – enhances IL-1B driven NFkB nuclear translocation; HUVEC IL-1B NFkB p65 nuclear translocation imaging; 94,000 compounds, 0.3% hits; activation, % at 2 µM;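 active means activation above 40%, about the mean plus 3 SD, also judged a hit on visual image review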;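 further: percent activation is computed from the nuclear over cytoplasmic p65 intensity ratio; values of inactives mirror those of a sister screen read the other way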
PLAP inhibition – PLAP enzyme inhibitors, biochemical, luminescence, HTS (AID 690) | purified PLAP, luminescent substrate; higher % means a stronger effect | inhibition, % at 20 µM, or IC50 in µM where a hit was titrated | 96,000 compounds, 0.08% hits; in the data active means a potency from the dose series; inactive means the rest, 99 in 100 with inhibition below about 30%; further: strong numbers were not always called active
Bcl-B TR3 displacers – displacers of TR3 peptide from Bcl-B, primary screen, selectivity assay for Bfl-1 inhibitor project, biochemical, fluorescence polarization. FP displacement of FITC-TR3 peptide from Bcl-B; higher % means a stronger effect. displacement, % at 20 µM; hits with a dose series show IC50 in µM. 96,000 compounds, 0.11% hits;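 active means displacement above 50% at 20 µM plus a fluorescence interference ratio under 1.5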;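 further: plate controls were wells without compound for no effect and wells lacking Bcl-B protein for full effect; a part of the inactive calls stands beside numbers as strong as those of hits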
NFkB transloc inh – blocks IL-1B driven NFkB nuclear translocation in HUVEC cells; 94,000 compounds, 0.43% hits; HUVEC IL-1B NFkB p65 nuclear translocation imaging; inhibition, % at 2 µM;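 active means inhibition above about 30% together with a positive call from visual inspection of the well image, limit read from the data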;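 further: nuclear over cytoplasmic p65 intensity ratio measured by imaging; 0% = IL-1B stimulated DMSO wells and 100% = unstimulated DMSO wells; values of inactives mirror those of a sister screen read the other way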
MRP resist rev cytotoxicity – recorded beside MRP resist rev, whose call it bears; viability, %; H69AR cells, CellTiter-Glo, 72 h; measured here: cytotoxicity without doxorubicin
MRP resist rev with doxorubicin – recorded beside MRP resist rev, whose call it bears; viability, %; measured here: viability with 2 uM doxorubicin; stronger effect = lower value
NFkB transloc inh cell count 2 µM – also measured in NFkB transloc inh; calls as there; cell count; measured here: cells passing quality filter;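 raw number of nuclei counted in each imaged well without normalization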
IL1B NFkB pot cell count 2 µM – second read-out of IL1B NFkB pot, no call of its own (marks repeat the call); cell count; measured here: cells passing quality filter
Starred values were filed as active, the others as inactive; x = not tested or not shown.

Values run as follows: MRP resist rev, MRP resist rev cytotoxicity, MRP resist rev with doxorubicin, IL1B NFkB pot, IL1B NFkB pot cell count 2 µM, PLAP inhibition, Bcl-B TR3 displacers, NFkB transloc inh, NFkB transloc inh cell count 2 µM
1	CCN(C(=O)CSc1nc(-c2ccccc2)c(-c2ccccc2)[nH]1)C1CCS(=O)(=O)C1 (stereo unspecified)
  21, 93, 71, 19, 168, -57%, -4%, -19, 168
2	CCc1ccc(NC(=O)CN(c2cccc(C)c2)S(C)(=O)=O)cc1
  14, 93, 80, -1, 61, 16%, -1%, 1, 61
3	CCN(CC)CCNC(=O)c1ccc(Cl)c(S(=O)(=O)Nc2ccccc2OC)c1
  11, 87, 76, 4, 194, -9%, 11%, -4, 194
4	O=C1CCCc2c1cc(C(=O)NCCCN1CCOCC1)c(=O)n2-c1ccc(Cl)cc1
  4, 92, 88, 11, 61, -35%, -4%, -11, 61
5	CCOC(=O)Cn1cnc2c(nnn2Cc2ccc(Cl)cc2)c1=O
  -1, 91, 92, 18, 149, 3%, -13%, -18, 149
6	Cc1ccc(NC(=O)COc2ccc(-n3cnnn3)cc2)cc1C
  -13, 90, 103, -10, 146, x, x, 10, 146
7	Cc1cccc2cc(C(c3nnnn3CC3CCCO3)N3CCc4ccccc4C3)c(=O)[nH]c12 (stereo unspecified)
  4, 74, 70, -11, 99, -35%, -1%, 10, 99
8	CC(=O)Nc1ccc(OCC(O)Cn2nc(C)c(Br)c2C)cc1 (stereo unspecified)
  15, 88, 74, 27, 116, x, x, -27, 116
9	Cc1ccc2nc(NCCCNC(=O)c3cnccn3)c(C#N)cc2c1
  -6, 83, 89, -12, 183, -7%, 13%, 12, 183
10	Cn1c(=O)oc2cc(S(=O)(=O)N3CCC(C(=O)NCC4COc5ccccc5O4)CC3)ccc21 (stereo unspecified)
  8, 95, 88, 7, 141, 8%, 9%, -7, 141
11	Cc1ccc(S(=O)(=O)N2CCC(C(=O)Nc3nnc(C4CCCC4)s3)CC2)cc1
  -4, 46, 49, -2, 191, -12%, -3%, 2, 191
12	O=C1CCCC2=C1C(c1c(Cl)nc3sccn13)C1=C(CCCC1=O)N2
  7, 77, 71, x, x, -3%, 16%, x, x
13	O=C(NC1CCCC1)C(c1cccs1)N(Cc1ccco1)C(=O)c1csnn1 (stereo unspecified)
  2, 91, 89, 3, 92, -36%, -4%, -3, 92
14	COc1ccc(C2Nc3ccccc3C(=O)N2c2ccc(C)cc2)cc1Cn1cc([N+](=O)[O-])cn1 (stereo unspecified)
  x, x, x, 13, 154, -4%, 4%, -15, 157
15	CC(=O)Nc1nc2c(c3c1c(=O)oc1ccccc13)CC(C)CC2 (stereo unspecified)
  10, 91, 82, -6, 118, x, x, 6, 118
16	O=C(C1CCC1)N1CCc2cc(S(=O)(=O)Nc3ccc4c(c3)OCCO4)ccc21
  13, 78, 65, -13, 108, 1%, 2%, 13, 108
17	CN(C)CCCOC(=O)c1ccccc1Cl
  3, 104, 101, 20, 147, 3%, -16%, -20, 147
18	CNC(=O)CN1C(=O)NC2(CCc3ccccc32)C1=O (stereo unspecified)
  x, x, x, 4, 158, -23%, 3%, -4, 158
19	CC(=O)c1cccc(NC(=O)NC2CCCCC2)c1
  6, 98, 92, -16, 131, 14%, 4%, 16, 131
20	Cc1ccc(-n2c(SCc3ccc(C#N)cc3)nnc2-c2ccccn2)cc1
  6, 90, 84, 8, 168, -65%, 1%, -8, 168
21	O=C(Nn1cnnc1)c1cc2c(s1)CCCC2
  0, 94, 95, -1, 154, 19%, -1%, 1, 154
22	COc1ccc(S(=O)(=O)NC(C)C(=O)Nc2ccccc2C(F)(F)F)cc1 (stereo unspecified)
  -13, 91, 104, 17, 162, 19%, -1%, -17, 162
23	CCOC(=O)CN1C(=O)C(O)(C2CCc3ccccc3C2=O)c2ccccc21 (stereo unspecified)
  -9, 58, 67, 4, 114, -15%, -8%, -4, 114
24	CCOC(=O)CC(=O)CSc1nc(-c2ccccc2)cc(-c2ccc(Cl)cc2)c1C#N
  x, x, x, 5, 180, -10%, -3%, -9, 145
25	CC1CN(c2ncnc3c2oc2ccccc23)CC(C)O1 (stereo unspecified)
  -11, 73, 84, 11, 104, 0%, 11%, -11, 104
26	CCOC(=O)c1cnc2c(cnn2C)c1NCCCN(C)C
  x, x, x, 3, 141, -46%, -2%, -4, 141
27	O=C(CSc1nnnn1-c1ccccc1)Nc1ccc(N2CCOCC2)c(Cl)c1
  -1, 79, 80, -2, 138, 10%, -8%, 2, 138
28	CC(CCc1ccccc1)NC(=O)c1ccco1 (stereo unspecified)
  6, 93, 87, -1, 108, x, x, 1, 108
29	CCOC(=O)c1nn(-c2ccccc2)c(C)c1C(C)=O
  x, x, x, -1, 168, -12%, 3%, 1, 168
30	COc1ccc(Cl)cc1NC(=O)c1nc2nc(C)cc(C(F)F)n2n1
  2, 80, 78, x, x, 24%, -66%, x, x
31	O=C(CCNS(=O)(=O)c1cccs1)N1CCc2ccccc2C1
  12, 95, 83, -99, 74, 17%, 0%, 99*, 74*
32	N#CC1=C(N)C(C#N)(C#N)C(c2cccnc2)C2CCCC=C12 (stereo unspecified)
  6, 97, 92, 4, 81, -30%, 38%, -4, 81
33	c1ccc(OCc2nn3c(C4CCCCC4)nnc3s2)cc1
  -11, 91, 102, 14, 105, 10%, 3%, -14, 105
34	Cc1ccc(C(=O)O)cc1NC(=S)NC(=O)C(c1ccccc1)c1ccccc1
  x, x, x, 6, 197, -30%, -5%, -6, 197
35	Cc1nn(Cc2ccccc2)c2c1C(c1ccccc1)C(C#N)=C(N)O2 (stereo unspecified)
  -4, 76, 80, -2, 128, x, x, 2, 128
36	COc1cc(-c2cc(C(=O)O)c3c(OC)c(OC)c(OC)cc3n2)ccc1O
  -3, 90, 93, 6, 166, 1%, 3%, -6, 166
37	Cc1c(NC(=O)c2cc3ccccc3o2)c(=O)n(-c2ccccc2)n1C
  8, 101, 93, x, x, -4%, -7%, x, x
38	CCN(CC(O)Cn1c2ccccc2c2ccccc21)S(=O)(=O)c1ccc(F)cc1 (stereo unspecified)
  -31, 18, 49, -18, 177, -52%, 13%, 18, 177
39	Cc1cccc(OCC(=O)Nc2ccc3c(c2)nc(CCN2CCN(C)CC2)n3C)c1
  -19, 63, 82, 1, 88, -60%, 5%, -2, 88
40	Fc1ccc(Oc2nc(-c3ccccc3)nnc2C(F)(F)F)cc1
  x, x, x, -8, 168, 7%, 4%, 8, 168

[41] CCn1c(=O)cc(OCC(=O)NCc2cccnc2)c2ccccc21
[42] CCOc1ccccc1NC(=O)N1CCC(c2nc3ccc(C)cc3[nH]2)CC1
[43] COC(=O)c1cc(NC(=O)c2cccc(C(F)(F)F)c2)c(=O)oc1C/C=N/OCc1cccc(Cl)c1Cl
[44] COc1ccc(/C=C/c2ccncc2)cc1
[45] Cc1ccc(S(=O)(=O)Nc2cc(C(=O)Nc3cc(C)cc(C)c3)ccc2Cl)cc1
[46] CC(NC(=O)CSc1nnc(COc2ccccc2)o1)c1ccccc1 (stereo unspecified)
[47] CC(=O)Nc1ccc(S(=O)(=O)N2CCC(N(C)CCC(C)C)CC2)cc1
[48] Cc1ccsc1C1Nc2ccc3ncccc3c2C2=C1C(=O)CC(C)(C)C2 (stereo unspecified)
assay / compound	41	42	43	44	45	46	47	48
MRP resist rev	-1	-37	0	21	x	-6	12	x
MRP resist rev cytotoxicity	94	47	13	96	x	87	99	x
MRP resist rev with doxorubicin	95	85	13	75	x	93	87	x
IL1B NFkB pot	6	x	x	-5	6	2	-4	-6
IL1B NFkB pot cell count 2 µM	112	x	x	167	162	116	165	136
PLAP inhibition	0%	-5%	-54%	1%	-43%	21%	-22%	-11%
Bcl-B TR3 displacers	-5%	-4%	-254%	9%	1%	-1%	-4%	1%
NFkB transloc inh	-6	x	x	5	-6	-2	4	6
NFkB transloc inh cell count 2 µM	112	x	x	167	162	116	165	136

Sorted by number of heavy atoms (largest number first): some entries from above.
[43] COC(=O)c1cc(NC(=O)c2cccc(C(F)(F)F)c2)c(=O)oc1C/C=N/OCc1cccc(Cl)c1Cl
[45] Cc1ccc(S(=O)(=O)Nc2cc(C(=O)Nc3cc(C)cc(C)c3)ccc2Cl)cc1
[42] CCOc1ccccc1NC(=O)N1CCC(c2nc3ccc(C)cc3[nH]2)CC1
[48] Cc1ccsc1C1Nc2ccc3ncccc3c2C2=C1C(=O)CC(C)(C)C2 (stereo unspecified)
[47] CC(=O)Nc1ccc(S(=O)(=O)N2CCC(N(C)CCC(C)C)CC2)cc1
[44] COc1ccc(/C=C/c2ccncc2)cc1
assay / compound	43	45	42	48	47	44
MRP resist rev	0	x	-37	x	12	21
MRP resist rev cytotoxicity	13	x	47	x	99	96
MRP resist rev with doxorubicin	13	x	85	x	87	75
IL1B NFkB pot	x	6	x	-6	-4	-5
IL1B NFkB pot cell count 2 µM	x	162	x	136	165	167
PLAP inhibition	-54%	-43%	-5%	-11%	-22%	1%
Bcl-B TR3 displacers	-254%	1%	-4%	1%	-4%	9%
NFkB transloc inh	x	-6	x	6	4	5
NFkB transloc inh cell count 2 µM	x	162	x	136	165	167

(continued)
[49] Cc1nn(-c2ccc(Cl)cc2)c2sc(C(=O)N3CCN(c4ccccn4)CC3)cc12
[50] Cc1nc(CS(=O)(=O)c2ccc(Cl)cc2)cc(Sc2ccccc2Cl)n1
[51] O=c1cc(N2CCCCC2)c(-c2ccccc2)nn1Cc1ccc(Cl)cc1
[52] CC(C)NC(=O)CCCn1c(=S)[nH]c2cc3c(cc2c1=O)OCO3
[53] CCCCC(=O)c1ccc(O)cc1
[54] NC/C(=N\O)c1ccc(Cl)cc1Cl
[55] CCn1c(SCC(=O)N2CCN(S(=O)(=O)c3ccccc3)CC2)nnc1-c1cccs1
[56] COc1ccccc1NC(=O)CCc1c(C)[nH]c(=O)c(C#N)c1C
[57] COc1ccc2c(c1OC)C(=O)OC2Nc1ccccn1 (stereo unspecified)
assay / compound	49	50	51	52	53	54	55	56	57
MRP resist rev	-2	x	x	18	6	14	x	0	x
MRP resist rev cytotoxicity	21	x	x	105	116	108	x	88	x
MRP resist rev with doxorubicin	23	x	x	87	110	94	x	88	x
IL1B NFkB pot	13	-3	11	16	6	-5	18	-3	9
IL1B NFkB pot cell count 2 µM	152	112	142	137	186	101	130	84	165
PLAP inhibition	-4%	-22%	6%	-3%	21%	-64%	-9%	2%	-13%
Bcl-B TR3 displacers	0%	-2%	-46%	-4%	-1%	8%	1%	0%	-13%
NFkB transloc inh	-13	3	-10	-16	-6	5	-18	3	-9
NFkB transloc inh cell count 2 µM	152	112	142	137	186	101	130	84	165

A portion of the library. The share of hits here may be higher or lower than overall.
